PAX8 inh HTS – lowers PAX8-driven luciferase in RMG-I cells; 360,000 compounds, 1.2% hits; inhibition, % at 12.6 µM; RMG-I TPO-luciferase reporter, SteadyGlo, 24 h; AID 652154;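 active = mean replicate inhibition at least 60% with every replicate also reaching 60%; inconclusive = only one of the two criteria is met; inactive = mean below 60% and not all replicates reaching 60%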;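 note: luciferase light reporting Pax8 driven TPO promoter activity; plate controls were median of neutral control wells for no effect and mitoxantrone controls for full effect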
SIRT5 block – blocks human SIRT5 desuccinylation of peptide; Purified SirT5, succinyl-peptide AMC, trypsin-coupled fluorescence; Q9NXA8; inhibition, % at 15 µM; 330,000 compounds, 1.1% hits; AID 652115; in the data active = inhibition above about 15%; inconclusive = no clear call, values can overlap the other calls
Target sequence (Q9NXA8 whole entry, looked up): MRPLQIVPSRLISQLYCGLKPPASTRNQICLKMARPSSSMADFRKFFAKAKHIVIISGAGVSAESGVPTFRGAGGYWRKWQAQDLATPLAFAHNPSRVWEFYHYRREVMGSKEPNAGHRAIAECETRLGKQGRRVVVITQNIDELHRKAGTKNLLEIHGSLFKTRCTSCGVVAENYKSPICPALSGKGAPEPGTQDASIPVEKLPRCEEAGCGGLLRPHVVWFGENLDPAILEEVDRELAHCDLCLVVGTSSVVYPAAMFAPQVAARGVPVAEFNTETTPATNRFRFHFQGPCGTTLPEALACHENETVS
Casp6 inh – blocks human caspase-6 cleavage activity. 350,000 compounds, 0.53% hits. inhibition, % at 12.5 µM. AID 686996. purified caspase-6, Z-VEID-R110 cleavage fluorescence. P55212;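 active = mean inhibition across replicates at least about 35%, with every replicate also reaching that limit, limit read from the data; inconclusive = only one of the two criteria met; inactive = neither criterion met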;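 note: 0% = median of neutral control wells and 100% = no fluorescence left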
Target sequence (P55212 24-179 limits assumed): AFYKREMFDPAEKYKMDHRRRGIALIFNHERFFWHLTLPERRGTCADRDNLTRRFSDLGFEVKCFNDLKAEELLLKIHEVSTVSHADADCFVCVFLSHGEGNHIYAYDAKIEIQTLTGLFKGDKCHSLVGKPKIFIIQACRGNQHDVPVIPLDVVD
Target sequence (P55212 194-293 limits assumed): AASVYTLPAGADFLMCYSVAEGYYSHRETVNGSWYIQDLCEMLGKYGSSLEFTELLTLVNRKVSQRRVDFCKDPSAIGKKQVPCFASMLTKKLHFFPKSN
LGR2 inh – blocks bursicon-induced cAMP signaling via Drosophila LGR2 | HEK293 LGR2, CRE-luciferase, bursicon-stimulated, 4 h | inhibition, % at 9.99 µM | 380,000 compounds, 0.35% hits | AID 720647;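 active = drop in luminescence signal, shown as inhibition above about 50% in the replicate tests, limit read from the data, passing the limit was not always enough; inconclusive = probably only some replicates passing the limit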;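 note: agonist challenge used bursicon conditioned medium at about half maximal strength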
ARNT TACC3 PPI – ARNT/TACC3 interaction disruption. Q9Y6A5. AlphaScreen His-ARNT PAS-B/GST-TACC3 binding, luminescence; TACC3 fragment carries E629A point mutation. inhibition, % at 9.99 µM. 390,000 compounds, 0.66% hits. AID 623870;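 active = mean inhibition of replicates at least 50% and at least half of replicates each reaching 50%; inconclusive = half or more replicates reach 50% but mean below 50%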;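 note: 0% = complete ARNT plus TACC3 wells and 100% = ARNT alone without TACC3; many hits fall short of the cut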
DENV2 CPE – protects cells from dengue virus 2 cytopathic effect; DENV2-infected cells, cytopathic effect rescue, plate reader; CPE inhibition, % at 9.99 µM; 350,000 compounds, 1.7% hits; in the data active = CPE inhibition above about 20%, passing the limit was not always enough; inconclusive = no clear call, values can overlap the other calls; tested in BHK-21 cells;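 note: 0% = median of neutral control wells and 100% = median of positive control wells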
EWS-Fli block – EWS/Fli transcriptional activity inhibition; A673 NR0B1-luciferase reporter, viability-normalised; inhibition, % at 12.6 µM; 350,000 compounds, 0.67% hits; AID 651661;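 active = mean inhibition of at least 50% after viability correction, with every replicate also passing that limit; inconclusive = mean reaches 50% but only one of two replicates passes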;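 note: firefly luciferase signal divided by Alamar Blue viability fluorescence both relative to DMSO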
* marks the source's active call; other numbers are inactive results; ? = inconclusive; . = no result given. This is a random part of the collection; any-hit rate near 4.9%.

Compound,PAX8 inh HTS,SIRT5 block,Casp6 inh,LGR2 inh,ARNT TACC3 PPI,DENV2 CPE,EWS-Fli block
COc1ccc(OC)c(CCNC(=O)CCc2nnc3ccc(N4CCOCC4)nn23)c1,-5.8,-2.6,2.4,-3.7,-2.0,?,-6.6
O=C(/C=C/c1cc(Br)ccc1F)Nc1cccnc1,-17.8,0.5,-0.8,-18.4,1.5,2.7,-82.9
OCC(O)C(O)C(O)C(O)c1nc2ccccc2[nH]1 (stereo not given),-6.0,3.0,-2.6,.,-7.7,-3.0,0.2
O=C(c1ccc(C(F)(F)F)n(Cc2ccc(Cl)cc2)c1=O)N1CCOCC1,4.2,-4.5,2.9,-9.2,5.6,12.5,1.9
CCCC(=O)Nc1ccc2c(c1)C(=O)N(C)C[C@H](OC)[C@@H](C)CN(Cc1ccccn1)[C@H](C)CO2,-5.7,-9.1,-2.0,-1.1,1.2,-2.5,2.8
CCOC(=O)N(Cc1ccccc1)Cc1ccc(C(=O)N[C@@H](Cc2ccccc2)C(=O)O)cc1,10.6,-1.9,1.4,.,4.4,2.9,16.5
Cc1ccc(S(=O)(=O)N(C)C[C@H]2OCCCC[C@H](C)Oc3ccc(NS(=O)(=O)c4ccc(F)cc4)cc3C(=O)N([C@@H](C)CO)C[C@@H]2C)cc1,71.8*,3.1,-2.0,8.2,-5.1,1.2,26.1
C[C@H]1CCCCO[C@H](CN(C)C(=O)Nc2ccc3c(c2)OCO3)[C@@H](C)CN([C@@H](C)CO)C(=O)c2cc(NS(=O)(=O)c3ccccc3)ccc2O1,-11.6,4.9,2.8,-0.2,9.9,?,9.4
O=C(NCCC1=CCCCC1)c1c(O)nc2ccccn2c1=O,-9.7,-1.2,16.9,-16.1,-49.8,3.5,-32.2
COc1ccc(NC(=O)Nc2ccc3c(c2)C(=O)N([C@@H](C)CO)C[C@H](C)[C@@H](CN(C)S(C)(=O)=O)O3)cc1,.,-0.6,1.1,11.5,-2.3,1.3,-1.3
Cc1ccc(S(=O)(=O)N(C)C[C@@H]2OCCCC[C@H](C)Oc3ccc(NC(=O)c4ccccc4)cc3C(=O)N([C@H](C)CO)C[C@@H]2C)cc1,20.9,0.5,-2.6,32.9,-13.7,5.9,9.4
CO[C@H]1CN(C)C(=O)c2cccc(C#N)c2OC[C@H]2O[C@@H](CC[C@@H]2OC)CCN(C)C(=O)[C@H]1C,4.5,-1.7,0.6,-11.6,-9.0,-0.7,3.8
CO[C@@H]1CN(C)C(=O)c2ccc(NC(=O)c3cc(C)on3)cc2OC[C@H](C)N(C(C)=O)C[C@H]1C,.,-3.8,0.3,-3.2,-10.4,-0.9,-7.3
C=CCNCCOCCOc1ccccc1-c1ccccc1,6.1,-2.2,-0.8,3.7,.,-5.0,-15.8
O=C([C@@H]1[C@@H](CO)[C@@H]2Cn3c(cccc3=O)[C@@H]2N1CC1CCCC1)N1CCOCC1,-3.6,5.3,1.1,-9.8,28.2,1.4,-3.2
COc1ccc(C2=C/C(=C\c3ccccc3OC(C)=O)C(=O)O2)cc1,-27.9,-8.4,-1.2,-26.2,-3.5,11.7,-46.7
Cc1cc(C)n(CCNC(=O)C2CCC(=O)N(CCc3cccc(F)c3)C2)n1 (stereo not given),5.9,-6.2,-0.8,-12.3,-1.9,-3.7,3.2
C[C@H](CO)N1C[C@H](C)[C@@H](CN(C)Cc2ccc(C(F)(F)F)cc2)Oc2ccc(NS(C)(=O)=O)cc2C1=O,-12.4,3.6,-1.3,9.0,3.9,0.3,3.2
Cc1c(/C=N/NC(=O)CNc2ccccc2)c2ccccn2c1C(=O)c1ccc(Cl)cc1,17.1,.,.,1.4,-1.0,.,.
COc1ccc(C)cc1N(CC(=O)NC1CCCC1)C(=O)CCC(=O)Nc1nc(C)cs1,7.5,-2.2,1.0,-3.7,.,8.3,-2.1
COc1ccc(-c2csc(C(NC(C)=O)c3ccccc3)n2)cn1 (stereo not given),-14.1,2.6,0.3,-14.0,.,-7.7,-1.4
Cc1cccc(NC(=S)NC(=O)c2ccc(Br)o2)c1,-23.8,-2.1,1.1,-47.8,8.4,2.7,-43.8
Cc1ccccc1NS(=O)(=O)c1cc(C(=O)N2CCCC2)ccc1Cl,3.7,-18.8,-5.6,1.9,2.8,-0.7,-5.5
CO[C@H]1CN(C)C(=O)c2cc(NC(=O)c3ccc(F)cc3)ccc2OC[C@H](C)N(C(C)=O)C[C@H]1C,.,-1.2,-2.5,16.5,-5.7,-13.8,-4.4
C[C@H](CO)N1C[C@H](C)[C@H](CN(C)C(=O)Nc2cccc3ccccc23)OCCCC[C@H](C)Oc2ccc(NC(=O)Nc3ccccc3)cc2C1=O,17.5,.,.,33.5,5.0,1.5,-2.1
O=C1CCC(C(=O)N2CCCC(C(=O)c3ccc4c5c(cccc35)CC4)C2)=NN1 (stereo not given),17.6,-4.6,3.7,-3.2,-1.4,-5.7,-5.8
CCOc1ccc(C(=O)NN2CCOCC2)cc1,4.3,-3.5,2.8,9.9,1.2,153.5*,-4.1
CCCn1c(N)c(C(=O)CN(C)CC(=O)Nc2cc(C)ccc2C)c(=O)[nH]c1=O,-6.4,-6.7,-0.4,-7.0,.,51.1*,8.9
O=C(C1CCN(c2ccc(N3CCOCC3)nn2)CC1)N1CCc2ccccc2C1,.,-4.6,55.9*,-12.8,5.4,3.7,0.1
Cc1ccc(C(=O)OCC(=O)NCc2ccco2)cc1C,10.8,1.4,1.8,-6.6,6.9,-3.2,-4.1

Compound,PAX8 inh HTS,SIRT5 block,Casp6 inh,LGR2 inh,ARNT TACC3 PPI,DENV2 CPE,EWS-Fli block
CC(C)CC(N)c1csc(Nc2ccc(C(=O)NCCO)cc2)n1 (stereo not given),-2.3,-1.0,-5.0,-11.9,.,-2.8,-14.5
Cc1ccc(NC(=S)N(CCN(C)C)C(C)c2cccnc2)c(C)c1 (stereo not given),8.5,-3.0,-3.8,5.9,-2.5,4.4,7.0
CCc1cccc(CC)c1NC(=O)CN1C2CCCC1CC(NC(=O)Nc1cccc(OC)c1)C2 (stereo not given),-2.0,0.5,-4.0,25.1,2.6,-4.1,8.4
O=S1(=O)CCOC[C@H](c2ccccc2)N1Cc1ccccc1,-11.7,-2.8,1.0,3.7,-3.8,5.4,-6.6
CCN(CC)CCOc1ccccc1C(C)=O,-13.3,-10.1,-18.8,10.2,5.5,-4.8,-1.3
CCOC(=O)CSc1ncc(-c2ccc([N+](=O)[O-])cc2)[nH]1,-3.8,.,0.1,.,1.3,13.8,-2.5
Cc1nn(C)cc1CN(C)S(=O)(=O)c1cccc([N+](=O)[O-])c1,-7.0,-1.6,0.8,-14.5,-4.6,.,4.5
CCN(CC)C(=O)C(=O)c1cccn1-c1ccc(C#N)cc1,-7.6,0.3,1.5,-14.7,-1.5,4.5,7.6
CCC(=O)N1CC2(C1)[C@@H](c1ccc(-c3ccccc3)cc1)[C@@H](CO)N2S(C)(=O)=O,.,2.5,-0.8,8.3,.,-2.1,10.8
COc1ccc2c3c(n(C)c2c1)[C@H](CO)N(C(=O)Cc1ccccn1)CC31CN(CC2CCOCC2)C1,.,.,1.1,-7.5,.,5.9,1.0
Cc1ccccc1NC(=O)Cn1nc(C)n2cccc2c1=O,-3.0,2.2,-1.1,5.9,-23.5,?,.
Cc1noc(C)c1NC(=O)N(C)C[C@@H]1OCCCC[C@@H](C)Oc2ccc(NS(=O)(=O)c3cccs3)cc2C(=O)N([C@H](C)CO)C[C@H]1C,-4.2,-2.5,-1.4,-5.7,8.4,-12.0,-4.3
COc1ccc(C2(C(=O)NCCc3ccccc3)CCCC2)cc1,-1.0,.,0.3,-1.7,5.2,-0.5,10.6
CN(C)c1ccc(N(C)C)c(C(O)(c2ccccc2)c2ccccc2)c1,23.7,.,1.6,10.7,.,1.3,14.5
CCOC(=O)c1ccccc1OC(=O)NNc1ccccc1,-0.1,-5.1,-2.1,-5.6,-2.7,-4.7,37.4
COc1ccc(OC)c(C(=O)COC(=O)c2ccc([N+](=O)[O-])o2)c1,-9.7,0.1,3.7,22.4,2.1,10.6,-7.7
Cc1cc(C)n2nc(SCC(N)=O)nc2n1,-3.4,-0.8,-1.0,6.6,-6.6,-0.4,-0.2
CC[C@]12c3[nH]c4ccc(OC)cc4c3CCN1C(=O)C(CC(=O)NC/C=C(\C)CCC=C(C)C)C[C@@H]2C(=O)N1CCN(C(=O)C2CC2)CC1 (stereo not given in full),32.6,-0.2,-5.6,-2.1,16.5,-3.9,4.3
CCCOc1ccc(CNC(=S)Nc2ccccc2)cc1Cl,2.1,-0.2,2.1,-7.4,0.1,-5.9,4.3
Cc1ccc(S(=O)(=O)N(C)C[C@H]2Oc3c(NS(=O)(=O)c4cccs4)cccc3C(=O)N([C@@H](C)CO)C[C@H]2C)cc1,-4.3,-0.1,1.0,0.9,-2.4,6.4,1.7
O=C(C[C@@H]1CC[C@@H]2[C@H](COC[C@@H](O)CN2C(=O)c2ccncc2)O1)NC1CCC1,-13.9,-1.0,2.1,-6.6,-5.4,8.6,1.7
COc1ccc(COC[C@]23NC(=S)N(C(=O)c4ccccc4)[C@H](c4ccccc4O2)[C@H]3CO[Si](C)(C)C(C)(C)C)cc1,5.6,7.0,1.8,.,.,8.6,-2.1
CCCNC(=O)C[C@H]1CC[C@H]2[C@@H](COC[C@@H](O)CN2CC2CCCCC2)O1,.,-3.3,0.0,-22.3,-0.2,8.8,.
C/C(=N\S(=O)(=O)c1ccc(C)cc1)N1CCN(S(=O)(=O)c2ccccc2)C1C(C)C (stereo not given),.,2.5,3.4,9.4,-14.7,-2.7,11.7
CCN(CC)S(=O)(=O)c1ccc(NC(=O)COC(=O)c2ccc(NC(=O)CC#N)cc2)cc1,1.4,2.1,1.5,14.8,1.6,3.6,-3.7
Cc1noc(C)c1NC(=O)N(C)C[C@@H]1Oc2ccc(NC(=O)C3CCCCC3)cc2CC(=O)N([C@H](C)CO)C[C@@H]1C,-14.7,-2.0,-3.1,9.6,-5.3,-2.0,-0.5
CCOC(=O)c1sc(=NC(=O)COc2ccccc2)n(C)c1C,-59.7,-4.5,0.5,-23.6,-11.6,4.8,-33.0
CCCCNC(=S)NNC(=O)c1c(Cl)c(C)nn1C,-19.6,-2.8,1.2,6.5,-6.1,.,70.7*
COc1ccc(C(=O)N2C[C@H]3[C@@H](c4ccccc42)[C@@H](CO)N3Cc2ccccc2Cl)cc1,19.3,2.1,-2.2,8.1,2.6,?,8.0
O=C(O)c1cccc(N/N=C/c2ccc(F)c(F)c2)c1,-44.5,-7.0,0.0,-68.2,-4.0,9.7,-4.2

Compound,PAX8 inh HTS,SIRT5 block,Casp6 inh,LGR2 inh,ARNT TACC3 PPI,DENV2 CPE,EWS-Fli block
C[C@H]1CN([C@@H](C)CO)C(=O)c2cc(-c3ccccc3F)cnc2O[C@H]1CN(C)C(=O)CN(C)C,.,-4.6,4.9,-11.5,-4.4,-0.4,-11.7
CO[C@@H]1CN(C)C(=O)c2ccc(NC(=O)C3CCOCC3)cc2OC[C@H](C)N(Cc2nccs2)C[C@@H]1C,.,6.9,-2.1,10.3,1.9,?,-3.9
Cc1ccc(S(=O)(=O)N(C)C[C@@H]2Oc3ccc(NS(=O)(=O)c4ccc(F)cc4)cc3CC(=O)N([C@@H](C)CO)C[C@@H]2C)cc1,-27.7,-3.5,0.1,-20.4,-1.1,10.7,8.1
O=C(CSc1nnc2ccc(-c3ccc(Br)cc3)nn12)NCC1CCCO1 (stereo not given),17.7,6.4,-0.2,-5.8,-3.2,-8.8,-8.0

Quoted at random: 2 entries already listed
Compound,PAX8 inh HTS,SIRT5 block,Casp6 inh,LGR2 inh,ARNT TACC3 PPI,DENV2 CPE,EWS-Fli block
C[C@H]1CN([C@@H](C)CO)C(=O)c2cc(-c3ccccc3F)cnc2O[C@H]1CN(C)C(=O)CN(C)C,.,-4.6,4.9,-11.5,-4.4,-0.4,-11.7
Cc1ccc(S(=O)(=O)N(C)C[C@@H]2Oc3ccc(NS(=O)(=O)c4ccc(F)cc4)cc3CC(=O)N([C@@H](C)CO)C[C@@H]2C)cc1,-27.7,-3.5,0.1,-20.4,-1.1,10.7,8.1
